# HCV inh: qHTS Assay for Inhibitors of Hepatitis C Virus (HCV); Huh7.5.1 HCVcc-Cre infection, luciferase reporter, 44 h; Potency, µM (series often up to 41.8 µM), for the others: at the highest dose activity change, negative = inhibition, most hits filed as inhibitors; 3.4% of 340,000 active; AID 651820, 2012; note: potency is the fitted concentration of half-maximal effect
#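 Seed cells (1,000/well) for 4 h; treat with compound and infect with HCVcc-Cre, moi about 0.5. Incubate 44 h, then detect luciferase activity.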
# Giardia FBPA inh: qHTS Assay for Inhibitors of Fructose-1,6-bisphosphate Aldolase from Giardia Lamblia; A8B2U2; purified Giardia FBPA; Potency, µM (doses to about 59.6 µM), without a hit: at the top dose activity, negative = inhibition, usual class: inhibitors; 0.71% of 290,000 active; AID 2451, 2010; note: potency is the fitted concentration of half-maximal effect; nearly all actives have a fitted effect of over 55% in size
# Target sequence (A8B2U2 whole entry, looked up): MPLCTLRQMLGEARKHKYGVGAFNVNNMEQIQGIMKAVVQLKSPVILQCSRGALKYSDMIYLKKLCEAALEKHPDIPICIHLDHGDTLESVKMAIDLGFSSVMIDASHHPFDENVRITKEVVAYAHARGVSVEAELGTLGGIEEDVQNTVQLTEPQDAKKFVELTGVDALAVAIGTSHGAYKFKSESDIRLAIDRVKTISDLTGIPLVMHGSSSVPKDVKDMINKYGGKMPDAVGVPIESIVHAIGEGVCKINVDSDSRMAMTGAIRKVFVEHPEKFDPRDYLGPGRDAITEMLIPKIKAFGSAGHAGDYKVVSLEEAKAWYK
#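 Giardia FBPA (40 nM reagent) was preincubated 10 min at RT with compound (up to 57.5 uM final), then substrate plus GAPDH/TPI/NAD/arsenate coupling system with diaphorase/resazurin was added; resorufin fluorescence (525/598 nm) was read after 20 min.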
# AmpC no deterg: qHTS Inhibitors of AmpC Beta-Lactamase (assay without detergent). 0.52% of 330,000 active. P00811. AmpC nitrocefin hydrolysis, absorbance 480 nm, 0.0001% Triton. Potency, µM (doses to about 57.1 µM), for inactives: at the highest dose activity change, negative = inhibition, most hits filed as inhibitors;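 note: potency is the fitted concentration of half-maximal effect; plate controls were no compound for no effect and no enzyme for full effect; nearly all actives have a fitted effect of over 20% in size; some results filed as inactive show a strong effect at the top dose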
# Target sequence (P00811 whole entry, looked up): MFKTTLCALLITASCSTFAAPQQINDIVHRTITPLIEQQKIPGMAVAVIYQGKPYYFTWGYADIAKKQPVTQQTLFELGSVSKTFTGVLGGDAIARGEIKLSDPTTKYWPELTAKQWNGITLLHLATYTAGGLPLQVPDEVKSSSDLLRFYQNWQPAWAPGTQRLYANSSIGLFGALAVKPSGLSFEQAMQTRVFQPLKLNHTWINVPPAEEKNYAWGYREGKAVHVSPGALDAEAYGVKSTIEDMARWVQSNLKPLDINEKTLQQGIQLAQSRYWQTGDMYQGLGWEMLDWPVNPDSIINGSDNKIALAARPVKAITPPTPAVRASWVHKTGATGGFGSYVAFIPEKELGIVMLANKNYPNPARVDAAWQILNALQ
#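 20 mM phosphate pH 7.0 + 0.01% (detergent screen) or 0.0001% Triton X-100; 5.3 nM AmpC reagent; cpd preinc 15 min RT; nitrocefin (800 uM stock) to start; A480 q20 s × 4 min; Activity was normalised to no-enzyme and no-compound control wells.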
# AmpC inh detg: qHTS Inhibitors of AmpC Beta-Lactamase (assay with detergent) | AmpC hydrolysis of nitrocefin, absorbance 480 nm, 0.01% Triton | Potency, µM (series often up to 114 µM), inactives show at the top dose activity change, negative = inhibition, usual class: inhibitors | P00811 | AID 485294, 2010 | 0.041% of 370,000 active;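 note: potency is the fitted concentration of half-maximal effect; 0% = no-compound wells and -100% = no-enzyme wells; nearly all actives have a fitted effect of over 25% in size; some results filed as inactive show a strong effect at the top dose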
#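 AmpC (5.3 nM in the dispensed reagent) in 20 mM phosphate pH 7.0 with 0.01% (detergent screen) or 0.0001% Triton X-100 was preincubated with compounds for 15 min at room temperature. Nitrocefin was then added from an 800 uM solution, and hydrolysis was followed at 480 nm.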
# Sm TGR inh: qHTS Assay for the Inhibitors of Schistosoma Mansoni Peroxiredoxins; purified TGR, DTNB reduction, TNB absorbance 405 nm; Schistosoma mansoni thioredoxin glutathione reductase (TGR), Q962Y6; 3% of 360,000 active; Potency, µM (highest dose often 114 µM), for the others: at the highest dose activity change, negative = inhibition, most hits filed as inhibitors; note: potency is the fitted concentration of half-maximal effect; nearly all actives have a fitted effect of over 60% in size
#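 Kinetic colorimetric format: TGR-catalysed, NADPH-driven DTNB reduction monitored via TNB absorbance. Enzyme dispensed at 20 nM; compound exposure 15 min at room temperature before reaction start.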
# HCMV inh: qHTS Assay for inhibitors of the human cytomegalovirus (HCMV); activity change, negative = inhibition, % at 57.5 µM; 4.5% of 410,000 active; AID 1259415, 2018; HFF cells, HCMV-luciferase reporter, 72 h; active compounds read low; in the data active = activity change below about -60%; inconclusive = no clear call, values can overlap the other calls; inactive = above about -39%
#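 Human foreskin fibroblasts infected with luciferase-reporter HCMV at MOI 1 PFU/cell, compounds at two doses. Luciferase measured 72 h post infection; normalized to buffer-only basal and Salinomycin (10uM) controls.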
# * hit, by the source's call; ? = inconclusive; . = not tested or not shown; & = joins results of further samples; [ ] = remark or other dose. Unless noted, calls come from the whole dose curve; as a rule, active = well fitted curve in the direction sought with a large enough effect; inconclusive = small, poorly fitted or top-dose-only effect, or another doubt; inactive = no such curve, though single readings can be large; an effect the other way counts as inactive or inconclusive. Unless noted, % is set by controls: 0 for no effect and ±100 for the full control effect. Random draw from the library, and some 9.9% of all compounds hit somewhere here.
SMILES,HCV inh,Giardia FBPA inh,AmpC no deterg,AmpC inh detg,Sm TGR inh,HCMV inh
O=C(CCNS(=O)(=O)c1ccc(Cl)cc1)N1CCOCC1,-7%,-6%,-9%,2%,7%,-7
COCC(C)N=C1NN=C(c2cc(C)n(Cc3ccccc3Cl)c2C)CS1 (stereo unspecified),?,1%,67%[activator],-8%,-27%,-79*
CC(C)NC(=O)C(c1ccc(F)cc1)N(C(=O)CCC(=O)Nc1ccccn1)c1cccc(F)c1 (stereo unspecified),11%,1%,84%[activator],-10%,9%,15
Cc1[nH]c(C(=O)N/N=C/c2ccc(N(C)C)cc2)c(C)c1C(=O)N/N=C/c1ccc(N(C)C)cc1,?,-2%,-24%,1%,7%,-29
Cc1cc(NC(=O)CN2CCCC(C)C2)n(-c2nc3ccccc3s2)n1 (stereo unspecified),?,-6%,.,-8%,13µM*,71
CNC(=O)/C(=C\c1cccc(Oc2ccccc2)c1)NC(=O)c1ccccc1,36%&6%[activator],2%,35%,-9%,-6%,1
CC1(C)C(=O)Nc2ccccc2N1C(=O)COC(=O)c1cc([N+](=O)[O-])ccc1N,?,-5%,-33%,-12%,-16%,-20
Cc1ccc(-c2noc(CCCc3ccccc3)n2)cc1,14%,-1%,-13%,-6%,-8%,53
O=C(CNCC1CCCCC1)Nc1ccccc1N1CCCCC1,11µM*,?,4%,?,0%,?
O=C(COC(=O)C1(c2ccc(F)cc2)CCCC1)NCc1ccc2c(c1)OCO2,-7%,-1%,30%,-1%,6%,-60*
CCN1/C(=C/c2ccc3cc(C)ccc3[n+]2CC)Sc2ccccc21,1.6µM*,18%,4%,0%,3%,-102*
O=C(CSc1ccccc1C(=O)NCCCN1CCCC1=O)NCc1ccco1,?,3%,-12%,?,?,7
CCCNC(=O)CSc1nc(Cc2ccccc2)nc2ccccc12,?,8%,35%,1%,8%,?
CCC(=NCc1cccnc1)c1c(O)n(Cc2ccccc2)c(=O)[nH]c1=O,6%,-2%,-9%,-10%,?,-13
Cc1ccnc(NC(=O)C2CCN(S(=O)(=O)c3c(C)c(C)cc(C)c3C)CC2)c1,-21%,.,18%,-9%,8%,-4
CCCCOC(=O)CSc1ncnc2sc3c(c12)CCC(C)C3 (stereo unspecified),.,.,.,13%,1%,-8
CCOc1ccc(N2C(=O)CC(N3CCN(C(=O)c4ccco4)CC3)C2=O)cc1 (stereo unspecified),-9%,11%,30%,4%,45µM*,26
NC(=O)CSc1nnc2n(N)c(=O)c3ccccc3n12,12%,-5%,-7%,4%,22%,63
CCOc1ccc(C(=O)NCCCCNC(=O)c2ccc(OCC)cc2)cc1,?,-8%,-10%,0%,-15%,47
CCCn1c(O)c(N=NC(=O)CNC(=O)c2cccnc2)c2ccccc21,?,-1%,4%,-11%,1%,-31
O=C(N/N=C/c1ccccn1)c1cc(-c2ccc(Br)cc2)nc2ccccc12,?,-22%,-14%,4%,1%,-100*
Cc1ccc(-n2ncc(C(=O)NC3CCN(Cc4ccccc4)CC3)c2C2CCN(C(=O)OC(C)(C)C)CC2)cc1C,.,.,.,17%,1%,?
CC[C@]12c3[nH]c4cc(-c5ccco5)ccc4c3CCN1C(=O)[C@@H](CC(=O)NCCCN(C)C)C[C@@H]2C(=O)N1CCN(C(=O)c2ccco2)CC1,2%,.,212%[activator],.,.,-1
COc1ccc(N2CCN(Cc3cc4c(cc3O)CCC4)CC2)cc1,?,1%,-3%,2%,-8%,-30
c1ccc2c(c1)ncc1cccn12,-9%,-4%,-19%,-19%,10%[11.4 µM],4
CN(CC(=O)Nc1c(Cl)cccc1Cl)C(=O)C1CSC2(C)CCC(=O)N12 (stereo unspecified),8%,.,-9%,?,3%,0
Cc1ccc(C2=NN=C(NC(=O)CSc3nnc4c5ccccc5n(C)c4n3)SC2)cc1,?,1%,24%,?,0%,.
O=C(CCc1cn(Cc2ccc(F)cc2)c2ccccc12)N1CCOCC1,-8%,1%,133%[activator],1%,7%,-35
COc1ccccc1C(=O)OCc1cc(=O)n2nc(C(C)C)sc2n1,.,.,.,4%,-4%,1
COc1ccccc1Oc1ccc2c(c1)C(=O)N(c1ccccc1)C2=O,-8%,-9%,-14%,0%,2%,4
O=C(Cc1ccccc1)Oc1ccc([N+](=O)[O-])cc1,17%,5%,5%,?,-13%,-11
O=C(CCc1nc2ccccc2c(=O)[nH]1)NCc1ccco1,-30%,0%,-5%,-10%,0%,-16
CCN1C(=O)c2cccc3c(S(=O)(=O)NC(Cc4c[nH]c5ccccc45)C(=O)O)ccc1c23 (stereo unspecified),18%&16%,0%,-21%,?,-2%,-35
CCOP(=O)(Cc1ccc(C#N)o1)OCC,-3%,4%,-6%,0%,-21%,29
Cc1ccc(C)c(OCC(O)CNC2CCCC2)c1 (stereo unspecified),-2%,-22%,-9%,8%,3%,71
OCCC1CN(Cc2cc(F)ccc2-n2cccn2)CCN1C1CCCC1 (stereo unspecified),1%,1%,-12%,6%,4%,5
O=C(Nc1ccc(N2CCOCC2)cc1)c1ccccc1SCC(=O)N1CCCC1,10%,2%,0%,-6%,0%,41
O=S(=O)(NCc1ccccc1)c1ccc2[nH]c3c(c2c1)CCCCC3,.,.,.,21%,2%,2
O=C(NC(C(=O)N/N=C/c1cc([N+](=O)[O-])ccc1O)c1n[nH]c(=O)c2ccccc12)c1ccccc1 (stereo unspecified),3%,-9%,-33%,-12%,-9%,-89*
CCOc1ccc(NC2CCCCC2NS(=O)(=O)c2ccccc2)cc1 (stereo unspecified),-21%,-13%,-49%,-5%,-23%,3
COc1ccc2c(CNCCc3cccs3)c(C(=O)O)n(Cc3ccccc3)c2c1,.,.,.,4%,-1%,21
CCCNC(=O)COC(=O)/C=C/c1ccc2c(c1)OCO2,13%,11%,-22%,-5%,-19%,87
Cc1cccc(C)c1OCC(=O)NNC(=O)Nc1ccc(Cl)cc1,-25%,10%,-22%,?,0%,-37
CC(=O)CCc1c(C)[nH]c2ccc(NC(C)=O)cc2c1=O,23%,8%,4%,-7%,-1%,-17
Cc1ccc(S(=O)(=O)N2CCCOC2CNC(=O)C(=O)NCCC2=CCCCC2)cc1 (stereo unspecified),?,0%,47%,0%,1%,-36
Cc1cccc(NC2(C(F)(F)F)N=C(c3ccccc3)NC2=O)n1 (stereo unspecified),-2%,2%,-5%,-12%,10%,42
CN(C)c1ccc(/C=C(\NC(=O)c2ccccc2)C(=O)NCc2ccncc2)cc1,-4%,13%,-9%,-10%,8%,-27
CSc1n[nH]c(NC2=CC(=O)CCC2)n1,8%,0%,-9%,?,2%,-30
CCOc1cc(C2c3c(oc4ccc(F)cc4c3=O)C(=O)N2Cc2ccco2)ccc1O (stereo unspecified),.,.,.,7%,-34%,5
CCOc1ccc(CNC(=O)c2cc(=O)[nH]c3ccc(S(=O)(=O)N4CCCCC4)cc23)cc1,.,.,.,-4%,9%,67
Cc1ccc(-c2nc3c(c(=O)c4ccccc4n3C)c(=O)n2Cc2ccco2)cc1,?,-8%,-31%,4%,32µM*,-14
COc1ccc(-c2nsc3c(SCc4ccccc4)ncnc23)cc1,19%,14%,-15%,5%,16%,-5
CN(C)S(=O)(=O)c1cccc(NC(=O)COC(=O)/C=C/c2ccc([N+](=O)[O-])cc2)c1,23%,-3%,-57%,-11%,-10%,-2
OC(COCc1cccs1)CN1CCN(c2cccc(C(F)(F)F)c2)CC1 (stereo unspecified),?,6%,71%[activator],8%,3%,20
CCC(NC(=O)c1cc(COc2cncc(Cl)c2)on1)c1ccc(C)cc1 (stereo unspecified),-22%,.,-8%,3%,3%,-99*
O=c1[nH]cc(S(=O)(=O)N2CCCc3ccccc32)c(=O)[nH]1,0%,.,-4%,-9%,2%,-7
COc1cccc(C(=O)N/N=C2/SCC(=O)N2CCc2ccc(OC)c(OC)c2)c1,-12%,0%,?,4%,-10%,81
CCC(Cc1ccccc1)NC(=O)Cn1ncc2ccsc2c1=O (stereo unspecified),-12%,6%,-18%,4%,0%,11
Cc1noc(C)c1COc1ccc(C(=O)NCC(c2c(F)cccc2Cl)N(C)C)cc1 (stereo unspecified),12%,.,52%,0%,-6%,2
COc1ccc(C(=O)Nc2c(C(=O)c3ccc(F)cc3)oc3ccccc23)cc1,.,.,.,24%,3%,1

# Some of the entries so far, with two lines to a compound.
# Results follow in this order: HCV inh	Giardia FBPA inh	AmpC no deterg	AmpC inh detg	Sm TGR inh	HCMV inh
CSc1n[nH]c(NC2=CC(=O)CCC2)n1
  8%	0%	-9%	?	2%	-30
CCOc1cc(C2c3c(oc4ccc(F)cc4c3=O)C(=O)N2Cc2ccco2)ccc1O (stereo unspecified)
  .	.	.	7%	-34%	5
CCOc1ccc(CNC(=O)c2cc(=O)[nH]c3ccc(S(=O)(=O)N4CCCCC4)cc23)cc1
  .	.	.	-4%	9%	67
Cc1ccc(-c2nc3c(c(=O)c4ccccc4n3C)c(=O)n2Cc2ccco2)cc1
  ?	-8%	-31%	4%	32µM*	-14

# Further entries:
SMILES,HCV inh,Giardia FBPA inh,AmpC no deterg,AmpC inh detg,Sm TGR inh,HCMV inh
O=C(Cn1c(NCCCO)nc2ccccc21)c1ccc(F)cc1,14%,-27%,-13%,-12%,12%,-13
O=C(c1ccc([N+](=O)[O-])cc1)c1cc2ccc(O)cc2oc1=O,7%,1%,-20%,3%,0%,-20
O=C(COC(=O)c1c[nH]c2ccccc12)NC1CCCCC1,?,.,-22%,-2%,-11%,5
Cn1cncc1C#Cc1c(-c2ccsc2)sc2ccccc12,?,.,26%,.,.,?
Cc1onc(-c2c(F)cccc2Cl)c1C(=O)Nc1nc2ccccc2[nH]1,-16%,6%,-36%,-1%,25%,-10
COC(=O)/C=C/c1cnc2ccccc2c1,-2%,-4%,-12%,-13%,-8%,?
CN(C)C(=S)NC(=NCc1ccc([N+](=O)[O-])cc1)c1ccccc1,-11%,-23%,2%,-9%,-3%,-20
NC(=O)CC1NC(=O)c2ccccc21 (stereo unspecified),17%,0%,-7%,-9%,0%,73

# Another view of part of the listing above.
smiles | HCV inh | Giardia FBPA inh | AmpC no deterg | AmpC inh detg | Sm TGR inh | HCMV inh
COC(=O)/C=C/c1cnc2ccccc2c1 | -2% | -4% | -12% | -13% | -8% | ?
CN(C)C(=S)NC(=NCc1ccc([N+](=O)[O-])cc1)c1ccccc1 | -11% | -23% | 2% | -9% | -3% | -20
NC(=O)CC1NC(=O)c2ccccc21 (stereo unspecified) | 17% | 0% | -7% | -9% | 0% | 73

# From PubChem BioAssay
